PRMT1 inh – blocks human protein arginine methyltransferase 1; Q99873; recombinant PRMT1, activity-based probe fluorescence polarization; inhibition, % at 2.79 µM; actives 1.3% (n = 370,000);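 active = inhibition above about 21% made by adding two undisclosed values, limit read from the data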
SIAE primary – blocks human sialic acid acetylesterase; actives 0.69% (n = 370,000); inhibition, % at 9.66 µM; SIAE FP-Rh probe binding, fluorescence polarization; Q9HAT2;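 active = inhibition above a cutoff: mean of compounds within the control limits plus 3 SD of those, cut at about 17% in these data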;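 also: 0% = plate median of compound wells and 100% = probe without SIAE protein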
GC-B act – GC-B (human) receptor activation | P20594 | activation, % at 10 µM | HEK293-GC-B cells, CNP EC30, cGMP TR-FRET; 0% at EC30 CNP, 100% saturating CNP | actives 0.11% (n = 370,000) | AID 1920062;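 active = activation at 10 µM reaching about 35% in either raw or pattern-adjusted values, limit read from the data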
TDP2 inh – blocks human TDP2 phosphodiesterase activity | recombinant TDP2, T5PNP hydrolysis, p-nitrophenol absorbance 415 nm | inhibition, % at 12.8 µM | actives 0.34% (n = 370,000) | AID 720702;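 active = inhibition above the mean of all tested compounds plus 3 SD, set per campaign, cut at about 25% in these data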;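 also: 0% = DMSO with enzyme and 100% = buffer with substrate but no TDP2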
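test system = human TDP2 enzyme | input = TDP2 enzyme at 120 nM final | medium = 50 mM Tris-HCl pH 7.5 with Mg2+, KCl, DTT, BSA | also added = T5PNP substrate, 5 mM | times = 2 h at 37 °C | technique = epi absorbance | benchmarks = high control without enzyme, low control DMSO plus TDP2 | replication = each compound tested once, singlicate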
rCAG RNA binder – binds r(CAG) RNA repeats; r(CAG) RNA repeat, TO-PRO-1 dye displacement fluorescence; inhibition, % at 3 µM; actives 1.3% (n = 370,000); AID 651821;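 active = inhibition above the plate cutoff, the mean of all test compounds on that plate plus 3 SD, cut at about 35% in these data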;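 also: 0% = DMSO alone and 100% = 100 µM mitoxantrone as full dye displacement; higher means more dye released from RNA so lower well fluorescence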
MBD2 inh – MBD2-methylated oligo binding inhibition; TR-FRET, MBD2 binding to methylated oligonucleotide; inhibition, % at 4.4 µM; actives 0.31% (n = 370,000); AID 686964; in the data active = inhibition above about 13%
Target sequence (Q9UBB5 whole entry, looked up): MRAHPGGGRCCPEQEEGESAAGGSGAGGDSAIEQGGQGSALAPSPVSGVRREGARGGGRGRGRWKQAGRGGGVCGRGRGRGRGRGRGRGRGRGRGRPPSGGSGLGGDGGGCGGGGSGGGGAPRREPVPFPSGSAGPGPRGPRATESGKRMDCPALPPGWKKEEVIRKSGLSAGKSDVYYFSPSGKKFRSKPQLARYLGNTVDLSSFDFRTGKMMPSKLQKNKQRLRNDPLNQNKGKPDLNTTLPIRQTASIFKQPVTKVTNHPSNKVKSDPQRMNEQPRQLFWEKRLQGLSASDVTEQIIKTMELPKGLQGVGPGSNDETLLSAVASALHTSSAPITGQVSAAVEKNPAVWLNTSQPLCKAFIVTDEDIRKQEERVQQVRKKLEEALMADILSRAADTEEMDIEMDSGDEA
TCR CD3 inh – inhibitors of human TCR-CD3 interaction; TAMRA-labeled TCR probe fluorescence, biochemical; inhibition, % at 9.4 µM; actives 0.37% (n = 360,000); in the data active = inhibition above about 19%;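 also: recombinant mutant TCR 2C K166C tagged with TAMRA read by polarization; 0% = receptor in buffer alone and 100% = receptor with positive control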
mABHD4 FP – ABHD4 (mouse) inhibition, primary FP screen; purified mABHD4, FP-Rh probe fluorescence polarization; inhibition, % at 8.92 µM; actives 0.54% (n = 370,000);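 active = inhibition exceeding the mean over every tested compound plus 3 SD, cut at about 30% in these data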;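 also: 0% = plate median of compound wells and 100% = S159A mutant with DMSO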
Target sequence (Q8VD66 whole entry, looked up): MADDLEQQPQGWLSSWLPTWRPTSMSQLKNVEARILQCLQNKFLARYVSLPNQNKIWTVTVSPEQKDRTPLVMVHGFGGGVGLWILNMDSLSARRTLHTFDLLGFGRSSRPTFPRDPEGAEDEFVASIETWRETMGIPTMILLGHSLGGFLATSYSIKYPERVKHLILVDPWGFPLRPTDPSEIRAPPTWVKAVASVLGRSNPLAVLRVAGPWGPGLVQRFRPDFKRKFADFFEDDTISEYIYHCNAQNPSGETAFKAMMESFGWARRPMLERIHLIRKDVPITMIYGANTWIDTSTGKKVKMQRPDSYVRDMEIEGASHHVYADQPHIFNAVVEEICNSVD
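Assay system: mABHD4 protein; medium: HEPES pH 7.0, NaCl, Pluronic buffer; dosing: 8.92 µM, single dose; schedule: 45 min + 60 min at 25 °C; signal: FP readout, ex 525 nm / em 598 nm; read-out: normalized percent inhibition of probe labeling; repeats: single replicate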
LEDGF integ inh – blocks HIV-1 LEDGF/p75-dependent DNA integration; inhibition, % at 3.7 µM; TR-FRET IN-LEDGF/p75 DNA integration, Eu/Cy5; actives 0.64% (n = 370,000);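 active = inhibition above the screen-wide mean plus 3 SD, cut at about 13% in these data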;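 also: signal is the Cy5 over europium emission ratio at 671 and 618 nm; 0% = plate median of compound wells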
HTRA1 inh – inhibitors of human serine peptidase HTRA1; inhibition, % at 5.96 µM; AID 504803; recombinant HTRA1, FP-rhodamine activity-based probe, fluorescence polarization; actives 0.5% (n = 340,000); in the data active = inhibition above about 36%;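 also: 0% = enzyme with DMSO and 100% = wells lacking enzyme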
The depositor's hits bear a star; nt = no result given; & = joins results of further samples. Not all compounds are listed. The share of hits here may be higher or lower than overall.

SMILES	PRMT1 inh	SIAE primary	GC-B act	TDP2 inh	rCAG RNA binder	MBD2 inh	TCR CD3 inh	mABHD4 FP	LEDGF integ inh	HTRA1 inh
CCOc1ccc(N(CC(=O)N2CCN(c3ccccc3OC)CC2)S(=O)(=O)c2ccc(C)cc2)cc1	-1	5	-1	11	0	-2	2	3	-1	-15
O=S(=O)(Nc1cccc(-c2nc3cccnc3s2)c1)c1ccc2c(c1)OCCO2	1	-37	-12	-2	19	0	6	-31	1	-40
Nc1c(C(=O)CSc2n[nH]c(-c3ccccc3)n2)c(=O)[nH]c(=O)n1C1CC1	4	-1	4	4	5	0	-2	7	1	4
O=C(Nc1ccc(Oc2ccccc2)cc1)C1CC1	-1	3	-2	4	1	-2	5	-6	-2	0
COc1ccc(NS(=O)(=O)/C=C/c2ccc(OC)c(OC)c2)cc1	-4	8	-4	13	-3	-3	-1	2	6	-2
C=CCOc1ccccc1CNc1ccc2[nH]c(=O)[nH]c2c1	11	5	-1	-7	-4	-8	14	0	-3	3
Cc1c(C(=O)C(=O)NCC2CCCO2)c2ccccc2n1C (stereo unspecified)	2	0	2	10	-1	1	-5	6	-4	3
O=C(COC(=O)c1cccnc1Cl)Nc1ccc(N2CCCCC2)cc1	-3	0	5	-1	6	1	0	3	-1	30
CCCCNC(=O)c1ccc2c(c1)S(=O)(=O)c1ccccc1C2=O	1	-3	7	-5	-4	-1	-3	4	-6	1
C(=N\NC1=NCCN1)/c1ccncc1	-7	4	0	7	1	3	2	-4	3	-1
CC(NC(=O)c1ccc(F)cc1)c1ccc2c(c1)CCCC2 (stereo unspecified)	-2	0	-4	-8	-2	-1	5	-4	-1	-13
O=C(Nc1ccc(C(=O)N2CCOCC2)cc1)C1CC1	-1	0	1	1	2	4	2	4	-4	6
COc1ccc(S(=O)(=O)n2cccc2)c(OC)c1	-2	8	8	14	-1	-3	4	0	-1	1
COc1ccc(CCNC(=O)c2ccc(NC(=O)CC3SC(N4CCCCC4)=NC3=O)cc2)cc1OC (stereo unspecified)	-1	-5	4	7	0	0	-1	7	-4	2
O=C(CN1C(=O)c2ccccc2C1=O)Nc1ccc(-c2nc3ccccc3o2)cc1	5	-3	2	1	5	-1	-3	1	0	-12
CCOc1ccc(N2C(=O)/C(=C\c3ccc(O)c(OC)c3)S(=O)(=O)C2c2cccc([N+](=O)[O-])c2)cc1 (stereo unspecified)	-2	14	1	-4	14	0	-1	3	-2	5
COc1ccc(NC(=O)NCc2cccnc2)c(OC)c1	1	2	1	3	-4	1	0	2	7	0
Cc1nnsc1Sc1ccccc1	-3	-1	0	5	-2	-1	2	-3	4	-5
CCOc1ccc(N(C)S(=O)(=O)c2c[nH]c(C(=O)OC)c2)cc1	-1	-2	0	14	-1	2	9	-6	4	-4
CCCCNS(=O)(=O)/C=C/c1ccc(F)cc1CNC(=O)OC(C)(C)C	-2	3	0	-6	-1	2	nt	-3	1	nt
CC(=O)N1c2ccc(S(=O)(=O)N3CCCC3C(=O)NCc3ccc(Cl)cc3)cc2CC1C (stereo unspecified)	-4	-2	4	-4	-4	1	1	-1	0	-2
COc1ccc(/C=C/C(=O)Nc2ccccc2)cc1S(=O)(=O)N1CCOCC1	-4	-3	0	-18	26	-4	2	-5	3	-4
CC(C)NC(=O)COc1ccc(Cl)cc1Cl	-1	1	-6	0	-4	-2	6	1	-1	-1
COCCNc1oc(/C=C/c2cccc(OC)c2)nc1S(=O)(=O)c1ccccc1	2	-6	-6	-6	4	-1	-5	-3	0	-19
O=C(C1CCN(S(=O)(=O)c2ccc(Br)s2)CC1)N1CCN(c2ccccc2)CC1	2	3	0	0	0	5	-10	1	-3	-4
CCN(Cc1ccncc1)C(=S)Nc1ccccc1	0	-2	5	6	1	1	3	3	4	2
O=c1oc(/C=C/c2ccccc2)nc2sc3c(c12)CCC3	2	-7	-7	-4	2	1	8	1	-3	1
O=C(Nc1ccc(N2C(=O)C3CCCCC3C2=O)cc1Cl)c1cccs1 (stereo unspecified)	7	-1	0	4	-2	7	-1	9	-4	-7
COC(=O)c1ccc(NC(C)C(=O)OC)c([N+](=O)[O-])c1 (stereo unspecified)	-1	9	1	-2	2	-4	3	-3	-2	1
CC(C)C(c1nnnn1C1CCCC1)N1CCOCC1 (stereo unspecified)	-5	-4	4	-5	0	-9	5	-10	6	1
Cc1ccc(-n2cnc3scc(-c4cccs4)c3c2=O)cc1	-1	-1	-2	-2	5	3	-14	-16	2	-38
O=C(N/N=C/c1ccc([N+](=O)[O-])cc1)c1cc(C2CC2)[nH]n1	7	0	-1	-12	2	-2	-1	-6	-2	4
Cc1ccc(NC(=S)N2CCN(S(=O)(=O)c3ccccc3)CC2)cc1C	1	-2	0	12	0	7	2	4	-2	2
Cn1nccc1NC(=O)Nc1ccc(OC(F)(F)F)cc1	2	0	-2	-3	-2	4	0	-1	-4	nt
O=C(NCC(c1ccco1)N1CCCCC1)c1ccc2c(c1)S(=O)(=O)c1ccccc1C2=O (stereo unspecified)	-3	-1	-2	-16	1	-4	-4	9	2	6
Cc1ccccc1C(=O)Nc1nnc(S(=O)(=O)N2CCCCC2)s1	0	-5	1	12	6	4	6	-1	-1	-3
COc1ccc(C(=O)Nc2ccc(CN3CCOCC3)cc2)cc1	-3	0	5	3	-3	2	-7	1	4	-4
Cc1cc(NCCN(C)C)n2nc(-c3cccs3)cc2n1	-1	5	-3	11	2	-5	1	-1	-1	5
ClC1=C(Cl)C(Cl)=C(Cl)C1=C/C=C/c1ccccc1	6	3	-4	-2	7	4	-7	9	-1	0
CCC/S(C)=N/S(=O)(=O)c1ccc(C)cc1 (stereo unspecified)	0	-2	6	-7	-1	1	-6	0	-1	6
COc1ccc(-n2nc(C(=O)NCC(=O)NCCCN3CCOCC3)c3ccccc3c2=O)c(OC)c1	0	8	4	11	-1	-7	9	-4	3	3
CC(C)(C)c1ccc(S(=O)(=O)N2CCC(O)(c3ccc(Cl)cc3)CC2)cc1	-2	-14	1	7	-1	-2	7	-12	2	-23
Cc1ccc(C(=O)N/N=C/c2ccoc2)cc1C	1	0	-2	-5	0	-5	4	3	2	-4
Cc1nnsc1C(=O)Nc1ccccc1	-2	13	-2	-1	14	0	4	5	-3	2
COc1ccc(/C=N/NC(=O)c2ccccc2O)cc1Cn1nnc2ccccc21	-6	-11	2	3	16	0	4	-12	-3	-6
Cc1occc1C(=O)N1CCCc2ccccc21	-4	-2	4	-5	1	0	-1	5	-3	0
CCCc1cc(C(=O)NNC(=S)NC2CCCCC2)cs1	2	15	2	10	4	1	0	7	5	-8
Cc1cc(C)cc(N2C(=O)CC(N(C(=O)c3ccco3)c3cc(C)cc(C)c3)C2=O)c1 (stereo unspecified)	-1	3	5	-1	-1	3	2	3	1	2
O=C(Nc1ccc2c(c1)C(=O)c1ccccc1-2)c1ccccc1	4	-8	-4	5	1	3	-5	1	-2	-9
COP(=O)(CC(=O)O)C(CC(C)C)NC(=O)OCc1ccccc1 (stereo unspecified)	2	-1	2	3	4	5	nt	1	-4	nt
COC(=O)C1CN(Cc2ccccc2)CCS(=O)(=O)N1Cc1ccc(OC)cc1 (stereo unspecified)	-5	-6	-3	-4	0	0	nt	-2	4	nt
CN(C)CC/C=C1\c2ccccc2Sc2ccc(Cl)cc21	5	0	-21	-1	5	3	-3	11	-4	2
COc1ccc(OC)c(C2C(C#N)=C(N)N(N(C)C)C3=C2C(=O)CC(C)(C)C3)c1 (stereo unspecified)	-3	3	-3	-14	-5	-3	6	-4	5	-1
CC1=CC(=O)N(c2cccc(C(F)(F)F)c2)C1c1ccc(Cl)cc1 (stereo unspecified)	2	-8	-24	2	2	4	2	-21	2	-31
O=C(Nc1nc2ncccn2c1-c1ccc(F)cc1)C1CC1	-1	6	-2	-5	0	-3	nt	1	2	nt
O=C(O)CC(NC(=O)c1ccncc1)c1ccccc1 (stereo unspecified)	3	9	-5	4	-2	0	9	-1	-1	6
CC(C)CNC(=O)CSc1ccc(Cl)cc1	1	-2	4	12	-4	-1	3	-1	-3	-1
Cc1ccc(S(=O)(=O)CCC(=O)Nc2cccc([N+](=O)[O-])c2)cc1	2	-11	0	-10	0	4	2	-2	-8	4
Cc1c(Cl)cccc1NC(=O)Cc1ccc([N+](=O)[O-])cc1	1	-5	-3	4	8	1	2	6	4	3
N#Cc1cc2ccccc2nc1N	1	-1	3	-4	-1	-2	6	4	4	-2

Next part:
SMILES	PRMT1 inh	SIAE primary	GC-B act	TDP2 inh	rCAG RNA binder	MBD2 inh	TCR CD3 inh	mABHD4 FP	LEDGF integ inh	HTRA1 inh
CSc1ncccc1C(=O)NCc1ccc(C)cc1	1	-2	8	5	-2	-6	6	1	0	-3
Cc1cc2c(nc1C)CCCN2Cc1ccc(Br)cc1	6	-1	7	-2	5	-2	3	1	-1	nt
O=c1ccc(=O)n2n1CC(O)C2	-2	-1	6	4	0	-2	-3	-9	0	7
Cc1ccc(-c2nc(N)n(C(=O)c3cccnc3)n2)cc1	-2	-11	0	-18	4	5	4	-1	0	8
N#Cc1cccc(OCCCN2CCC(C(O)(c3ccccc3)c3ccccc3)CC2)c1	2&9	2&-4	-26&-13	-6&-2	1	3&8	-10	4&-5	-2&1	nt
CCOC(=O)/C=C1\SCC(=O)N1Cc1ccc(Br)cc1	0	1	-8	-4	-10	-9	3	-8	-2	-12
COc1ccc(/C=C/C(=O)NCCSCc2ccco2)cc1	6	-3	4	0	12	4	4	3	0	-2
Cc1ccc(S(=O)(=O)N2CCCC2CNC(=O)C(=O)Nc2ccc(F)cc2)cc1 (stereo unspecified)	-8	3	-4	-11	-3	-1	2	0	0	-9

In a second layout: six of the compounds above
Order of values: PRMT1 inh	SIAE primary	GC-B act	TDP2 inh	rCAG RNA binder	MBD2 inh	TCR CD3 inh	mABHD4 FP	LEDGF integ inh	HTRA1 inh
CSc1ncccc1C(=O)NCc1ccc(C)cc1
 : 1	-2	8	5	-2	-6	6	1	0	-3
Cc1cc2c(nc1C)CCCN2Cc1ccc(Br)cc1
 : 6	-1	7	-2	5	-2	3	1	-1	nt
O=c1ccc(=O)n2n1CC(O)C2
 : -2	-1	6	4	0	-2	-3	-9	0	7
Cc1ccc(-c2nc(N)n(C(=O)c3cccnc3)n2)cc1
 : -2	-11	0	-18	4	5	4	-1	0	8
N#Cc1cccc(OCCCN2CCC(C(O)(c3ccccc3)c3ccccc3)CC2)c1
 : 2&9	2&-4	-26&-13	-6&-2	1	3&8	-10	4&-5	-2&1	nt
CCOC(=O)/C=C1\SCC(=O)N1Cc1ccc(Br)cc1
 : 0	1	-8	-4	-10	-9	3	-8	-2	-12

Source: PubChem (several laboratories)
